Source: PubChem BioAssay (several laboratories)
MrgX1 PAM – allosterically activates human MrgX1 receptor signaling | MrgX1-HEK293, Fluo-4 calcium flux, FDSS; active compounds read high | B-score at 10 µM | hit rate 0.63% among 310,000 | AID 588675;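 active = plate-corrected calcium response at least 3 library SD above typical, normal starting fluorescence, not activating the receptor alone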;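 note: compound read alongside a low EC10 to EC30 dose of BAM8-22 agonist; peak minus trough fluorescence over baseline measured at the second addition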
SKKanGAS inh – SKKanGAS growth inhibition | S. pyogenes SKKanGAS, kanamycin growth, BacTiter-Glo, 6 h | inhibition, % at 7.5 µM | hit rate 1.3% among 300,000 | AID 1662;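 active = mean replicate score, as percent of positive control median, at least 50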;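 note: strain carries kanamycin resistance gene driven by streptokinase promoter and grows in 40 µg/ml kanamycin; loss of luminescence reflects streptokinase promoter inhibition or plain growth inhibition; 0% = median of DMSO wells and 100% = positive control at its reference dose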
MrgX1 antagonist – blocks BAM8-22 activation of human MrgX1 receptor; Q96LB2; MRGX1-HEK293 calcium flux, Fluo-4, BAM8-22 antagonism; active compounds read low; B-score at 10 µM; hit rate 1.3% among 310,000; AID 588676;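 active = calcium-response B-score plate-corrected more than 3 library SD below zero, starting fluorescence within 5 deviations, no agonist response on first addition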;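 note: peak minus trough fluorescence over baseline after final BAM8-22 challenge near maximal dose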
TRPC6 activator – mouse TRPC6 channel activation; HEK293-TRPC6 membrane potential dye fluorescence; active compounds read high; Q61143; hit rate 0.13% among 310,000; B-score at 10 µM;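 active = B-score of the integrated fluorescence ratio above library mean plus 3 SD, and starting fluorescence ratio within library mean plus 5 SD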;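 note: higher score means more depolarization so channel activation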
Platelet DG rel – modulates dense granule release in human platelets | human platelet-rich plasma, SFLLRN dense granule ATP release, luminescence | inhibition, %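 (compounds screened at 7.5 µM in platelet-rich plasma)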 | hit rate 0.22% among 300,000 | AID 1663;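 active = mean replicate score, as percent of positive control, at or above 50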
RGS4 pot – RGS4 potentiation or activation. hit rate 0.92% among 310,000. HEK293 M3R/inducible RGS4, carbachol calcium flux Fluo4; active compounds read low. B-score at 10 µM;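 active = B-score of the integrated calcium signal more than 4 SD below the library mean, with starting fluorescence not abnormally high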;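 note: negative B-score means reduced calcium response which marks RGS4 activation or potentiation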
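Detection: kinetic calcium fluorescence imaging with Fluo4-AM dye, 2 µM / Material: HEK293 cells with stable M3R and inducible RGS4 / Schedule: recording 10 s baseline at 1 Hz, 100 s post-agonist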
TRPC4 block – blocks the mouse TRPC4 cation channel; hit rate 0.39% among 300,000; HEK293 TRPC4beta/mu-opioid, DAMGO-evoked Fluo4 calcium flux; active compounds read low; B-score at 10 µM; Q9QUQ5;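 active = B-score over 3 SD under the library average, no early fluorescence shift, positive overall ratio signal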
Target sequence (Q9QUQ5 whole entry, looked up): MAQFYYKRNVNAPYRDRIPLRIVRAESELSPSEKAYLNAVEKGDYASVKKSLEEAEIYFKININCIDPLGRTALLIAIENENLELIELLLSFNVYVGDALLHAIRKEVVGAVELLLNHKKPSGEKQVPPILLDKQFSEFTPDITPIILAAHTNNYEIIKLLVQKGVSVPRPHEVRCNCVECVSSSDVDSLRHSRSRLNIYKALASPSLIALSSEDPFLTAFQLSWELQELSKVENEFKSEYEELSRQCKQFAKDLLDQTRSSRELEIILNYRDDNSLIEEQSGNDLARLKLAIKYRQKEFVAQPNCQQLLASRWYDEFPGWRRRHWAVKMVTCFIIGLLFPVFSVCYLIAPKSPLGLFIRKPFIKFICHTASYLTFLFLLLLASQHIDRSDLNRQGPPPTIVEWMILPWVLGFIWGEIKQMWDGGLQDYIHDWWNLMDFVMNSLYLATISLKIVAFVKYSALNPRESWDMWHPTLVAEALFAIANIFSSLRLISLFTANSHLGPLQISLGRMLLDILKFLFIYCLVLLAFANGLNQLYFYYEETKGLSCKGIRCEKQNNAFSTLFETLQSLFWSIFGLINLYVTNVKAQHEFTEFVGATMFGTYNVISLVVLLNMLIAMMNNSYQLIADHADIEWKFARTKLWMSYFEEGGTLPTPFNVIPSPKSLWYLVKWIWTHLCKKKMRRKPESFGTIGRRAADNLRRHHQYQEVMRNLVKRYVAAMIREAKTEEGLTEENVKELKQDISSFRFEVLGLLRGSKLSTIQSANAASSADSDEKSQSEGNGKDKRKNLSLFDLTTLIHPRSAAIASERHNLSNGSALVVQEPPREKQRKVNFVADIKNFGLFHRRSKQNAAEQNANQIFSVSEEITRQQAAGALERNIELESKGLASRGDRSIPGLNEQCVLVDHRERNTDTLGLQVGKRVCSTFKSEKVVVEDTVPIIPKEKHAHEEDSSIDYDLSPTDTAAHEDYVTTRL
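Assay system: TRPC4beta/mu-opioid receptor HEK293 cell line; compound dosing: single concentration per test compound; detection: Fluo4 Ca2+ flux fluorescence; evaluation: per-well B score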
RGS4 inh – human RGS4 inhibition; B-score at 10 µM; HEK293 M3R/RGS4 inducible, Fluo-4 calcium flux; active compounds read high; triggered by carbachol at its EC20; P49798; hit rate 0.45% among 310,000; AID 463165;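 active = B-score, a plate-corrected calcium signal, over three deviations above library mean, with baseline fluorescence within five deviations of library mean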;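 note: RGS4 expression induced by doxycycline in cells with stable M3 receptor; B-score is computed from the integrated fluorescence ratio over baseline after carbachol; higher B-score means a larger calcium signal and so more RGS4 inhibition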
HIF act – HIF pathway transcriptional activation; U2OS HRE-luciferase reporter, luminescence; normalized: DMSO 0%, desferrioxamine 100%; activation, % at 7.5 µM (by protocol); hit rate 0.32% among 300,000;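 active = mean activation of at least 10% of the iron chelator positive control signal, with at least half of replicates also reaching 10%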
MrgX1 agonist – agonists of human MrgX1 receptor | MrgX1-HEK293 cells, Fluo-4 calcium fluorescence, agonist mode; active compounds read high | B-score at 10 µM | hit rate 0.44% among 310,000 | AID 588627;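 active = calcium response B-score plate-corrected fluorescence ratio at least 3 library SD, with starting fluorescence B-score inside 5 SD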
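Material: HEK293 cells stably expressing human MrgX1 receptor | Quantity: 15,000 cells per well | Times: Cells plated overnight, dye loaded 0.5 h 37 °C, 0.5 h room temperature | Measured by: Kinetic Fluo-4 NW fluorescence of intracellular calcium | Control set: Positive and negative controls per plate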
TRPC6 inh – blocks the mouse TRPC6 cation channel; Q61143; HEK293-TRPC6, membrane potential dye, ACh-evoked depolarization; active compounds read low; B-score at 10 µM; hit rate 1.1% among 310,000; AID 2553;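 active = B-score under library mean minus 3 SD, initial fluorescence not abnormally high, positive integrated signal ratio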;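 note: B-score derived from integrated fluorescence ratio over the kinetic read; more negative B-score means stronger inhibition of depolarization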
* marks the source's active call; other numbers are inactive results; i = inactive; x = no result given.

canonical_smiles,MrgX1 PAM,SKKanGAS inh,MrgX1 antagonist,TRPC6 activator,Platelet DG rel,RGS4 pot,TRPC4 block,RGS4 inh,HIF act,MrgX1 agonist,TRPC6 inh
CCCCCC(=O)NC(CC(=O)OC)c1ccc2c(c1)OCO2 (centres undefined),i,1.0,i,i,11.9,i,i,i,-0.3,i,i
Cc1cc(C)c2c(CN3CCN(Cc4ccc5c(c4)OCO5)CC3)cc(=O)oc2c1C,i,8.2,i,i,1.9,-7.73*,i,i,0.1,i,i
CCNc1nc(NCC)n2c(SCC(=O)Nc3cc(OC)ccc3OC)nnc2n1,i,9.2,i,i,8.5,i,i,i,0.3,i,i
O=c1c2ccccc2nc(SCc2ccc(F)cc2Cl)n1CCCN1CCOCC1,i,6.2,i,i,2.0,i,i,i,-0.3,i,i
COc1ccc(C2=NN(C(=O)c3ccccc3C(=O)O)C(c3ccccc3O)C2)cc1 (centres undefined),i,2.0,i,i,4.0,i,i,i,3.9,i,i
Cc1nc2ccccn2c1/C(O)=C1\C(=O)C(=O)N(CCN2CCOCC2)C1c1cccnc1 (centres undefined),i,-6.4,i,i,1.6,i,i,i,-0.4,i,i
Cc1nn(CC(=O)O)c(C)c1[N+](=O)[O-],i,4.4,i,i,-0.7,i,i,i,-0.5,i,i
Cc1cc(C)nc(N2CCN(c3nnnn3-c3ccccc3)CC2)n1,i,-3.9,i,i,4.7,i,i,i,0.1,i,i
CN(CC(=O)Nc1ccc(F)cc1)C(=O)COC(=O)CSc1ccc(F)cc1,i,-8.9,i,i,-3.2,i,i,i,0.1,i,i
O=S(=O)(c1ccc(Cl)cc1)N1CCN=C1SCc1cccnc1,i,-5.7,i,i,-1.1,i,i,i,-0.3,i,i
COc1ccc(C2=NN(C(=O)CSc3ncccn3)C(c3ccc(C)cc3)C2)cc1 (centres undefined),i,8.2,i,i,-11.0,i,i,i,-0.6,i,i
O=C(NCc1ccco1)C1CCC(N2C(=O)c3ccccc3C2=O)CC1 (centres undefined),i,4.1,i,i,-0.3,i,i,i,-0.1,i,i

The list goes on:
canonical_smiles,MrgX1 PAM,SKKanGAS inh,MrgX1 antagonist,TRPC6 activator,Platelet DG rel,RGS4 pot,TRPC4 block,RGS4 inh,HIF act,MrgX1 agonist,TRPC6 inh
Cc1ccc(CSc2nnc(CC(=O)Nc3ccc(C)cc3)n2C)cc1,i,-14.2,i,i,-9.4,i,i,i,0.3,i,i
CCc1nc2ccc(C(=O)NCCc3ccco3)cc2nc1CC,i,2.4,i,i,-7.2,i,i,i,x,i,i
CS(=O)(=O)N(CC(=O)N1CCCC1)c1ccc(Cl)c(Cl)c1,i,-2.0,i,i,0.8,i,i,i,-0.2,i,i
O=C(O)c1cccc(CN2C(=O)SC(Nc3cccc4ccccc34)C2=O)c1 (centres undefined),i,11.0,i,i,3.1,i,i,i,-0.2,i,i
CCC(C)(O)c1[nH]c2ccc(C(=O)OC)cc2c1C (centres undefined),i,-3.8,i,i,12.6,i,i,i,2.0,i,i
Cc1ccc(/C=C/C(=O)NCCc2c[nH]c3ccccc23)o1,i,0.0,i,i,-1.6,i,i,i,1.2,i,i
C/C(=N\O)c1ccc2c(c1)OCCO2,i,-3.2,i,i,5.0,i,i,i,0.1,i,i
CCCCc1cc(=O)oc2c(CN(C)C)c(O)ccc12,i,2.0,i,i,2.2,i,i,i,-0.2,i,i
Cc1ccc(C)c(-n2c(SCC(N)=O)nnc2-c2ccccn2)c1,i,-1.2,i,i,3.9,i,i,i,-1.8,i,i
CC(=O)N1CCN(CC(=O)Nc2ccc3c(c2)CCC3)CC1,i,4.9,i,i,-0.1,i,i,i,0.0,i,i
Cc1nn(-c2ccccc2)c(=S)n1-c1ccccc1,i,-3.5,i,i,2.2,i,i,i,0.0,i,i
COC(=O)Cc1ccc2sc(-c3ccccc3)nc2c1,i,5.0,i,i,38.6,i,i,i,1.5,i,i

New compounds follow:
canonical_smiles,MrgX1 PAM,SKKanGAS inh,MrgX1 antagonist,TRPC6 activator,Platelet DG rel,RGS4 pot,TRPC4 block,RGS4 inh,HIF act,MrgX1 agonist,TRPC6 inh
O=c1cc(CO)oc(C(Nc2ccccn2)c2ccc(C(F)(F)F)cc2)c1O (centres undefined),i,8.9,i,i,-2.6,i,i,i,-0.7,i,i
Cc1ccc(/C=N/NC(=O)c2cccc([N+](=O)[O-])c2)o1,i,-0.3,i,i,-9.0,i,i,i,-0.7,i,i
Clc1ccc2[nH]c3c(c2c1)CCc1cn[nH]c1-3,i,38.7,i,i,3.7,i,i,11.1*,0.8,i,i
CCOC(=O)C(=CNc1ccc(NC2=NCC(C)(C)S2)cc1)C(=O)OCC,i,-7.5,i,i,-0.6,-11.1*,i,i,2.7,i,i
CC1(C)Cc2c(c(N3CCOCC3)nc3snc(Br)c23)CO1,i,-5.9,i,i,-3.9,i,i,i,0.1,i,i
CCOC(=O)C1CCCN(Cc2ccc(-c3ccccc3)cc2)C1 (centres undefined),i,4.6,i,i,-4.7,i,i,i,-30.9,i,i
O=C(Cc1nnc(NC(=O)c2ccccc2)s1)N/N=C\c1ccc(O)c(O)c1,i,4.0,i,i,-7.9,i,i,i,0.0,i,i
COc1ccc(NC(=O)C2CCOC(C)(C)C2)cc1 (centres undefined),i,8.0,i,i,7.5,i,i,i,0.5,i,i
COCCN1Cc2cccc(C(=O)Nc3c(C)cccc3C)c2C1=O,i,-1.7,i,i,5.4,i,i,i,0.7,i,i
CC(C)c1c(C(=O)N/N=C/c2cccc3ccccc23)nnn1-c1nonc1N,i,35.4,i,i,16.1,i,i,i,1.5,i,i
Nc1nnc(SCC(=O)N2CCN(c3cccc(Cl)c3)CC2)n1-c1ccccc1,i,1.8,i,i,2.8,i,i,i,-0.1,i,i
Cc1ccc(CNC(=O)CSc2nc3ccsc3c(=O)n2NC(=O)c2ccccc2)cc1,i,1.3,i,i,3.0,i,i,i,0.8,i,i

More structures follow.
canonical_smiles,MrgX1 PAM,SKKanGAS inh,MrgX1 antagonist,TRPC6 activator,Platelet DG rel,RGS4 pot,TRPC4 block,RGS4 inh,HIF act,MrgX1 agonist,TRPC6 inh
CCN1CCN(CC(=O)N2c3ccccc3Sc3ccccc32)CC1,i,-1.8,-5.06*,i,11.8,i,i,i,0.7,i,i
Cc1ccc(C(=O)NC(=S)Nc2ccc(N3CCOCC3)cc2)c(C)c1,i,-13.5,-5.41*,i,-6.7,i,i,i,0.2,i,i
CCN(C(=O)c1cc2cc3ccc(C)cc3nc2o1)c1ccc(OC)cc1,i,7.7,i,i,-4.4,i,i,i,2.5,i,i
CCOC(=O)C1=C(C)N(C)C(=O)NC1c1ccc(C)s1 (centres undefined),i,-2.5,i,i,-1.9,i,i,i,-0.3,i,i
O=c1[nH]c(-c2ccccc2)nc(-c2ccccc2)c1Cl,i,13.8,i,i,0.3,i,i,i,0.1,i,i
CC(=O)c1ccc2noc(-c3ccc(Cl)cc3)c2c1,i,-5.1,i,i,-4.1,i,i,i,-0.3,i,i
CC(NC(=O)c1ccc(Cl)cc1)C(=O)N1CCCCC1 (centres undefined),i,-0.2,i,i,0.9,i,i,i,0.2,i,i
COc1ccc(Cc2[nH]n3c(=O)c(Cl)c(C)nc3c2-c2ccccc2)cc1,i,122.1*,i,i,-6.6,i,i,i,-0.1,i,i
Cc1cc([N+](=O)[O-])nn1CCCC(=O)Nc1cc(Oc2ccc(F)cc2)cc([N+](=O)[O-])c1,i,10.2,i,i,3.3,i,i,i,-0.1,i,i
Cc1noc(NS(=O)(=O)c2ccc(N/C=C\C(=O)c3ccncc3)cc2)c1C,i,4.8,i,i,1.4,i,i,i,0.1,i,i
COc1ccc(-c2noc(CCC(=O)Nc3ccc(C)c(C)c3)n2)cc1,i,-9.6,i,i,2.8,i,i,i,0.1,i,i
CC(=O)Nc1cc2c(cc1NC(=O)Cn1nnc(-c3ccc(C)o3)n1)OCCO2,i,1.6,i,i,3.9,i,i,i,-0.4,i,i

More records
canonical_smiles,MrgX1 PAM,SKKanGAS inh,MrgX1 antagonist,TRPC6 activator,Platelet DG rel,RGS4 pot,TRPC4 block,RGS4 inh,HIF act,MrgX1 agonist,TRPC6 inh
CC(C)C(=O)N1CCN(c2ccc(NC(=O)c3cccs3)cc2)CC1,i,-7.1,i,i,0.4,i,i,i,0.4,i,i
CCOC(=O)CSc1nc2ccc(C)cc2cc1C#N,i,3.8,i,i,11.4,i,i,i,2.3,i,i
Cn1c(CSc2ncccn2)nnc1SCC(=O)N1CCCCCC1,i,-1.3,i,i,-14.3,i,i,i,0.1,i,i
O=C(NCCc1ccc(Cl)cc1)C1CCCO1 (centres undefined),i,9.1,i,i,25.8,i,i,i,1.6,i,i
COC(=O)[C@]1(Cc2ccccc2)N[C@H](c2ccc(-c3ccc(OC)cc3)cc2)[C@@H]2C(=O)N(C)C(=O)[C@@H]21,i,12.2,i,i,-1.4,i,i,i,0.9,i,i
NC(=O)CSc1nc(-c2ccccc2)c(-c2ccccc2)o1,i,-13.7,i,i,13.1,i,i,i,-0.4,i,i
Cc1ccc(Cl)cc1NC(=O)COC(=O)c1ccc(N2CCCC2)c([N+](=O)[O-])c1,i,-10.5,i,i,4.9,i,i,i,0.2,i,i
COc1ccc2cc(C#N)c(SCC(=O)N3CC(=O)Nc4ccccc43)nc2c1,i,1.0,i,i,-1.5,i,i,i,-0.2,i,i
CC(C)(C)c1cc(CCC(=O)NCc2ccccn2)cc(C(C)(C)C)c1O,i,-0.3,i,i,6.1,i,i,i,0.8,i,i
O=C(CC1CCCCC1)NCCS(=O)(=O)N1CCN(c2ccccc2)CC1,i,-4.9,i,i,11.3,i,i,i,-0.3,i,i
COc1ccc(CN(CC(=O)NCC2CCCO2)C(=O)CCC(=O)Nc2nccs2)cc1 (centres undefined),i,7.2,i,i,20.9,i,i,i,0.2,i,i
NS(=O)(=O)c1ccc(NC(=O)N2c3ccccc3Sc3ccccc32)cc1,i,3.1,i,i,1.9,i,i,i,-0.2,i,i
